Assay outcomes deposited in PubChem BioAssay by National Center for Advancing Translational Sciences (NCATS).
EPAC1 antag: antagonists of human EPAC1 | O95398 | EPAC1 GEF assay, Rap1b-BODIPY-GDP exchange fluorescence | Potency, µM (series often up to 115 µM), inactives show at the highest dose activity change, negative = inhibition, usual class: inhibitors | hit rate 0.14% among 360,000 | AID 720709;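 also: potency is read from the fitted curve at half-maximal effect; plate controls were vehicle for no effect and positive control for full effect; nearly all actives have a fitted effect of over 50% in size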
FUS suppressor: suppressors of FUS proteinopathy in yeast; S. cerevisiae FUS-expressing, growth rescue, OD600, 24 h; Potency, µM (highest dose often 76.6 µM), for inactives: top-dose growth rescue (activation), hits mostly activators; hit rate 0.24% among 390,000;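 also: potency is read from the fitted curve at half-maximal effect; plate controls were DMSO vehicle for no effect and reference control for full effect; nearly all actives have a fitted effect of over 55% in size; some results filed as inactive show a strong effect at the top dose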
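Yeast FUS proteinopathy model; galactose-induced FUS (2%), starting OD 0.005. Cpds in dilution series, 24hr, 30C, 99% humidity. Abs 600 nm growth. Pos ctrl CP55940 (top 92uM final); neg ctrl DMSO.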
PI5P4K alpha inh: blocks human PI5P4K alpha kinase activity | P48426 | PI5P4Kalpha enzyme, ADP-Glo luminescence, 60 min; stronger effect = lower value | max response, % | hit rate 1.2% among 330,000 | AID 652105; active = max response of -50% or lower; inconclusive = between -30% and -50%; inactive = -30% or higher; also: value at the top dose of about 77 µM; % is scaled to controls: 0 for no effect and ±100 for the full control effect
Target sequence (P48426 whole entry, looked up): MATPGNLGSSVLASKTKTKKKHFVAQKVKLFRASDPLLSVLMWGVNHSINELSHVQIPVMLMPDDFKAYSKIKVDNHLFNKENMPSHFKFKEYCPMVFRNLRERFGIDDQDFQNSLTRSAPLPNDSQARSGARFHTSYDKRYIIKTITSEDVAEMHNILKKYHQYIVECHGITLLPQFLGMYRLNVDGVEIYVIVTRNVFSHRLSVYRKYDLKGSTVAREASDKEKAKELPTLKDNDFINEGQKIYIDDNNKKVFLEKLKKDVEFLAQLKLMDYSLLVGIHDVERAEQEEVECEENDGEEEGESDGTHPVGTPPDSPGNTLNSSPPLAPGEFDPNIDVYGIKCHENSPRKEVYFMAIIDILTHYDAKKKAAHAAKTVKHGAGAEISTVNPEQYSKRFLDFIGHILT
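Human PI5P4Kalpha with substrate in 0.038 M HEPES pH 7.4, 0.28 mM EGTA, 0.1% CHAPS, 5% DMSO; reaction started with 5 microM ATP (final), 60 min at room temperature. ADP formed read by ADP-Glo luminescence.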
PLK1 PBD block: blocks phosphopeptide binding to human PLK1 polo-box domain; P53350; Plk1 PBD binding of FITC phosphopeptide, fluorescence polarization; Potency, µM, for inactives: max response, negative = inhibition, most hits filed as inhibitors; hit rate 2.8% among 360,000; also: potency is read from the fitted curve at half-maximal effect; series mostly up to about 57 µM; % is scaled to controls: 0 for no effect and ±100 for the full control effect; nearly all actives have a fitted effect of over 65% in size
Target sequence (P53350 whole entry, looked up, the tested form may be a part): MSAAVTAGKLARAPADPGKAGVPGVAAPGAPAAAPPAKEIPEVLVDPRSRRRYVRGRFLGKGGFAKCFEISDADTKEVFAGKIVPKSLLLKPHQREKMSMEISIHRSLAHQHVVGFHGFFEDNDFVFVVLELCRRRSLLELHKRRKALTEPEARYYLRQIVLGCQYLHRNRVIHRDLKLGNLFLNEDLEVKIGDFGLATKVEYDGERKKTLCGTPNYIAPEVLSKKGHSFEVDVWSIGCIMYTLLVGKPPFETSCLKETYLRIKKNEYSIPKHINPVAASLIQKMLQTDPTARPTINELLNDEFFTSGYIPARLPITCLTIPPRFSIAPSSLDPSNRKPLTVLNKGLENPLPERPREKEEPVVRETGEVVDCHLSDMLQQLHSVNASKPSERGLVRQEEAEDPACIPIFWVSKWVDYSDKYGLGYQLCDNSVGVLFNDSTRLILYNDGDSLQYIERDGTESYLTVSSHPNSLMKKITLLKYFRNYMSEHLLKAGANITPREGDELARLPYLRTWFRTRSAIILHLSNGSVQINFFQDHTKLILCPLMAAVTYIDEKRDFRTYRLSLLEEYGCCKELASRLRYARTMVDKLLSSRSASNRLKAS
aSyn rescue: rescues yeast growth from alpha-synuclein toxicity; Yeast expressing alpha-synuclein, growth rescue, BacTiter-Glo, 24 h; Potency, µM (doses to about 46.1 µM), inactives show at the top dose growth rescue (activation), most hits filed as activators; hit rate 0.14% among 370,000; AID 652106; also: potency is read from the fitted curve at half-maximal effect; % of control where 0% means no effect; nearly all actives have a fitted effect of over 65% in size
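Screening used galactose-induced yeast with toxic alpha-synuclein levels, exposed to compound for 24 hr at 30 deg C. Cell growth, read with BacTiter-Glo luminescence, gave the measured signal.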
EPAC1 ag: activates human EPAC1 exchange factor. hit rate 0.073% among 360,000. AID 720707. EPAC1 agonist qHTS, biochemical assay; response scale: 100% = response to 6.5 mM cAMP. Potency, µM (top dose mostly 154 µM), for inactives: at the highest dose activation, most hits filed as activators; also: potency is read from the fitted curve at half-maximal effect; nearly all actives have a fitted effect of over 60% in size
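Nucleotide exchange by EPAC1 (100 nM) on Rap1B–BODIPY-GDP (250 nM) in the presence of 50 uM GDP is tracked fluorescently at 480/540 nm over 30 min. Signals are normalized to a 6.5 mM cAMP control.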
IL-2 act: IL-2 activation | IL-2 activation reporter assay, cell-based qHTS; stimulated with anti-CD3/CD4/CD28 beads; in transgenic mouse T cells | activation, % (series mostly up to about 46 µM) | hit rate 0.065% among 360,000; in the data active = activation above about 50%; inconclusive = mostly about 30% to 49%; also: 0% is about no effect
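Readout: EGFP and DsRed signals by fluorescent plate cytometry. Unstimulated transgenic mouse T cells received compound 60 min before antibody-bead stimulation, then incubated 18 h at 37 degrees C.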
Abeta yeast res: compounds reversing amyloid beta toxicity in yeast. hit rate 0.063% among 410,000. AID 1347071. Potency, µM (top dose mostly 46.1 µM), inactives show top-dose growth rescue, hits mostly activators. yeast expressing A-beta42, growth rescue, OD600, 48 h; response scale: 0% DMSO, 100% iron-clioquinol control; also: potency is read from the fitted curve at half-maximal effect; nearly all actives have a fitted effect of over 55% in size
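Yeast A-beta toxicity model in growth medium with pinned compounds, 48 h at 30 C; growth read as absorbance at 600 nm. Normalized to FeCl3/clioquinol equimolar mix (positive) and DMSO (negative).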
WRN inhibitor: blocks human WRN helicase; WRN helicase unwinding, fluorescent forked duplex, kinetic; Potency, µM (top dose mostly 114 µM), for inactives: top-dose activity change, negative = inhibition, actives largely listed as inhibitors; hit rate 0.46% among 360,000; AID 651768; also: potency is read from the fitted curve at half-maximal effect; % is scaled to controls: 0 for no effect and ±100 for the full control effect; nearly all actives have a fitted effect of over 55% in size
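Kinetic red-fluorescence monitoring (525/598 nm) tracks WRN helicase activity after 100 nM fluorophore-quencher forked duplex and 2 mM ATP are added to 20 nM enzyme pretreated 15 min at room temperature with compound.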
* hit, by the source's call; ? = inconclusive; . = no result given; [ ] = another dose, or the depositor's remark. Unless noted, calls follow the shape of the dose curve; as a rule, active = well fitted curve in the direction sought with a large enough effect; inconclusive = small, poorly fitted or top-dose-only effect, or another doubt; inactive = no such curve, though single readings can be large; an effect the other way counts as inactive or inconclusive.

1) O=C(c1cccc2ccccc12)C1CCCN(Cc2ccon2)C1 (configuration not stated)
2) CN(C)P(=O)(NC(=O)c1cccn1C)N(C)C
3) CCC1(CC(C)c2ccccc2)C(=O)NC(=O)NC1=O (configuration not stated)
4) CC1CN1P1(=O)OCC(C)([N+](=O)[O-])CO1 (configuration not stated)
5) COc1ccc(NC(=S)NC(NC(=O)CF)C(Cl)(Cl)Cl)cc1[N+](=O)[O-] (configuration not stated)
6) CCC(=Nc1ccccc1NC(C)=O)c1c(O)n(C)c(=O)n(C)c1=O

entry no.,1,2,3,4,5,6
EPAC1 antag,-24%,6%,7%,-1%,-25%,9%
FUS suppressor,23%,-15%,12%,.,-11%,11%
PI5P4K alpha inh,-1,-2,0,19,?,.
PLK1 PBD block,-17%,-8%,-12%,-7%,30µM*,-2%
aSyn rescue,-1%,-4%,2%,-1%,2%,-26%
EPAC1 ag,9%,-5%,9%,2%,7%,3%
IL-2 act,-2.0,-2.6,0.1,-1.7,2.9,5.9
Abeta yeast res,-3%,-13%,10%,6%,10%,24%
WRN inhibitor,-7%,10%[11.6 µM],11%,-1%,-3%,-2%

7) C=CCN(CC=C)C(=O)CCN1CC1C (configuration not stated)
8) CC(C)(C)n1cc(C(=O)c2ccccc2OCCCF)cn1
9) COc1cccc(N=Cc2c(O)n(Cc3ccco3)c(=O)[nH]c2=O)c1
10) N=c1c[n+](C2CCCCC2)[n-]o1
11) COc1ccc(-c2nn(CCC#N)cc2C(=O)Nc2ccc(C(C)=O)cc2)cc1[N+](=O)[O-]
12) CCOC(=O)[C@]12Cc3ccc(C)cc3[C@H]1N(C1CCCCC1)C(=O)c1cc(OC)ccc12

entry no.,7,8,9,10,11,12
EPAC1 antag,8%,-5%,10%,-7%,-10%,15%
FUS suppressor,1%,2%,42%,-35%,9%,?
PI5P4K alpha inh,-3,1,-23,8,-6,-6
PLK1 PBD block,3%,-19%,3%,6%,-4%,4.2µM*
aSyn rescue,11%,-1%,1%,-9%,-3%,-58%[inhibitor]
EPAC1 ag,-1%,10%,-13%,1%,-6%,-8%
IL-2 act,-0.7,0.0,-0.2,-0.7,-2.4,-0.9
Abeta yeast res,8%,6%,3%,14%,-3%,-94%[inhibitor]
WRN inhibitor,11%,8%,-2%,3%,12%,-8%

13) COC(=O)C1=C(c2cccc3c2S(=O)(=O)c2ccccc2-3)C[C@@H]2CC[C@H]1N2C(=O)N1CCc2cc(OC)c(OC)cc2C1
14) CCC(COC(=O)NC)NC(=O)Oc1cccc(C)c1 (configuration not stated)
15) CCn1c(O)c(/C(C)=N/N2CCCCC2c2cccnc2)c(=O)[nH]c1=S (configuration not stated)
16) CC1C(c2cccs2)=[N+]([O-])C(C)(C(=O)c2cccs2)N1O (configuration not stated)
17) NCCCN1CCN(c2ccccc2)CC1
18) CN1C(=O)C(C2(C#N)CCCCC2)C(=O)N(C)C1=O

entry no.,13,14,15,16,17,18
EPAC1 antag,-2%,10%,33%[activator],-23%,-22%,-6%
FUS suppressor,20µM*,9%,9%,.,30%,40%
PI5P4K alpha inh,0,3,-6,-3,-5,.
PLK1 PBD block,-15%,-7%,13%,-9%,-12%,-14%
aSyn rescue,0%,0%,-2%,-1%,-1%,-2%
EPAC1 ag,-1%,-7%,-7%,-8%,8%,2%
IL-2 act,-3.4,0.0,0.2,0.3,0.4,-1.3
Abeta yeast res,2%,12%,-5%,3%,-5%,-10%
WRN inhibitor,-9%,9%,?,8%,-6%,6%

19) CCC(C)N1C(=O)NC(=O)C2(Cc3c(ccc4ccccc34)N(C)C2)C1=O (configuration not stated)
20) COc1cccc(CN2CCNCC2)c1
21) COC(=O)C1=C(c2cccc(OCc3ccccc3)c2)C[C@@H]2CC[C@H]1N2C(=O)NCc1ccc(C(F)(F)F)cc1
22) C=C(C)CC1(CC)C(=O)NC(=S)NC1=O
23) CCOc1ccccc1-n1c(O)c(C=NCc2ccc3c(c2)OCO3)c(=O)[nH]c1=O
24) FCCN(CCF)c1cccc(Cl)c1

entry no.,19,20,21,22,23,24
EPAC1 antag,-9%,25%,-4%,-14%,8%,15%
FUS suppressor,16%,22%,21%,-8%,10%,5%
PI5P4K alpha inh,0,3,2,-9,-5,-3
PLK1 PBD block,13µM*,6%,1%,-12%,-1%,2%
aSyn rescue,15%,-4%,6%,-1%,-7%,-3%
EPAC1 ag,10%,2%,-20%,-1%,-3%,0%
IL-2 act,-4.0,3.2,-3.6,0.5,0.0,0.0
Abeta yeast res,10%,7%,10%,-1%,1%,-3%
WRN inhibitor,-12%,7%[57.1 µM],-13%,1%,0%,5%

25) CCC(=O)c1ccc(OC(=O)N(C)c2ccccc2)cc1
26) CCCS(=O)(=O)N1CCC(C(=O)N2CCC3(CC2)OCCO3)CC1
27) CCOC(=O)c1c(-n2c(C)cc(/C=C3\C(=O)NC(=O)N(C)C3=O)c2C)sc2c1CCCC2
28) Cc1ccc(-n2c(C)nc3ccccc3c2=O)cc1C
29) COc1cc2c(C(=O)O)c(C)n(C)c2cc1Br
30) CC(C)(O)[C@H]1O[C@H]2CC[C@@]3(C)[C@@](O)(CC[C@H]4Cc5c([nH]c6ccccc56)[C@@]43C)C2=CC1=O

entry no.,25,26,27,28,29,30
EPAC1 antag,-15%,2%,-1%,-8%,-11%,0%
FUS suppressor,-8%,-12%,34%,-21%,4%,?
PI5P4K alpha inh,-2,-6,.,-3,-5,10
PLK1 PBD block,-11%,-4%,2.7µM*,-13%,-7%,-22%
aSyn rescue,-6%,1%,-6%,-5%,-1%,3%
EPAC1 ag,-1%,-2%,12%,-2%,5%,12%
IL-2 act,-4.6,-0.6,-0.9,-3.4,0.0,-0.4
Abeta yeast res,-10%,-7%,13%,-2%,-10%,?
WRN inhibitor,13%,8%,-4%,6%,-10%,-4%

31) O=C1NC(=O)N(c2cccc(Cl)c2)C(=O)/C1=C\c1ccc(Sc2nc3ccccc3[nH]2)o1
32) CCC(C)n1c(O)c(C=Nc2cccc(C(F)(F)F)c2)c(=O)[nH]c1=S (configuration not stated)
33) CC(=O)N1CCN(CCN=Cc2c(O)n(-c3ccc(F)cc3)c(=S)[nH]c2=O)CC1
34) COc1ccc(OC)c(CC(=O)O)c1
35) COc1cc2c(cc1OC)-c1c(OC)c(OC)cc3c1[C@H](C2)N(C)CC3
36) Clc1ccccc1CNCCc1c[nH]c2ccccc12

entry no.,31,32,33,34,35,36
EPAC1 antag,45µM*,-8%,-4%,2%,?,-4%
FUS suppressor,.,-4%,1%,4%,8%,-32%
PI5P4K alpha inh,-74*,9,-5,.,-5,3
PLK1 PBD block,2.7µM*,-2%,1%,-7%,-1%,0%
aSyn rescue,0%,0%,-1%,-3%,0%,3%
EPAC1 ag,-2%,-12%,2%,4%,4%,14%
IL-2 act,-7.6,-0.7,-1.2,1.4,-0.5,-0.1
Abeta yeast res,-20%,2%,8%,16%,-2%,-1%
WRN inhibitor,89µM*,?,-7%,-8%,-1%[11.6 µM],3%

37) O=S(=O)(c1ccc(F)cc1)N1CN2CCN(C2)C1
38) Cc1[nH]c2ccccc2c1/C=N/O
39) CCCCOC(=O)c1ccccc1C(=O)OCCCC
40) CC(C)CC(C)N (configuration not stated)
41) COc1ccc(C(=O)C2CCCN(Cc3cnc(C)s3)C2)cc1OC (configuration not stated)
42) COC(=O)C1=C(c2c(C)noc2C)C[C@@H]2CC[C@H]1N2C(=O)N1CCC(O)CC1

entry no.,37,38,39,40,41,42
EPAC1 antag,?,-7%,-16%,-16%,6%,-1%
FUS suppressor,-22%,5%,-13%,-44%,-1%,-8%
PI5P4K alpha inh,6,.,12,6,-3,2
PLK1 PBD block,-15%,-2%,-15%,-6%,1%,-5%
aSyn rescue,-4%,2%,2%,-2%,0%,-10%
EPAC1 ag,0%,9%,0%,1%,6%,3%
IL-2 act,-0.4,-1.6,0.7,0.3,0.0,-0.9
Abeta yeast res,-11%,2%,-11%,-15%,-9%,-12%
WRN inhibitor,6%,-7%,-4%,6%,-1%,-7%

43) CC(NCC#Cc1ccccc1)C(O)c1ccccc1 (configuration not stated)
44) Cc1ccc(C2SCC(=O)Nc3c2c(=O)[nH]n3C2CCOC(C)(C)C2)cc1 (configuration not stated)
45) Cc1nn(Cc2ccccc2)c(Cl)c1C(=O)OCC(=O)NCC1CCCO1 (configuration not stated)
46) O=c1cccc2n1CC1CC2CN(S(=O)(=O)c2ccc(F)cc2)C1 (configuration not stated)
47) COC(=O)C1C2c3ccccc3OC1(C)N=c1s/c(=C/c3cnn(C)c3C)c(=O)n12 (configuration not stated)

entry no.,43,44,45,46,47
EPAC1 antag,4%,-4%,6%,-30%,-8%
FUS suppressor,17%,-14%,-28%,-1%,-3%
PI5P4K alpha inh,0,6,-2,1,6
PLK1 PBD block,-8%,-3%,-5%,-4%,-5%
aSyn rescue,-2%,0%,2%,-2%,12%
EPAC1 ag,-5%,6%,-14%,5%,0%
IL-2 act,-0.5,9.1,-1.6,0.3,0.5
Abeta yeast res,22%,10%[9.22 µM],-3%,-4%,-44%[inhibitor]
WRN inhibitor,-2%,-20%,5%,-11%,0%

Records 46–47 from above:
46) O=c1cccc2n1CC1CC2CN(S(=O)(=O)c2ccc(F)cc2)C1 (configuration not stated)
47) COC(=O)C1C2c3ccccc3OC1(C)N=c1s/c(=C/c3cnn(C)c3C)c(=O)n12 (configuration not stated)

entry no.,46,47
EPAC1 antag,-30%,-8%
FUS suppressor,-1%,-3%
PI5P4K alpha inh,1,6
PLK1 PBD block,-4%,-5%
aSyn rescue,-2%,12%
EPAC1 ag,5%,0%
IL-2 act,0.3,0.5
Abeta yeast res,-4%,-44%[inhibitor]
WRN inhibitor,-11%,0%

Not all compounds are listed (hit frequency here may not be typical).
